TDP1 cell CPT – qHTS for Inhibitors of human tyrosyl-DNA phosphodiesterase 1 (TDP1): qHTS in cells in presence of CPT | chicken DT40 Tdp1-/-;hTDP1 cells + 20 nM CPT, ATP luminescence, 48 h | Potency, µM (series often up to 46.2 µM), for the others: at the highest dose activity change, negative = growth inhibition, usual class: inhibitors | 420,000 tested, 12% active; also: nearly all actives have a fitted effect of over 55% in size
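Chicken DT40 Tdp1-/- cells complemented with human TDP1, 400 cells/well, exposed to compounds plus 20 nM camptothecin for at least 48 h at 37 C; viability read as ATP content by CellTiter-Glo luminescence.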
TDP1 block – qHTS Assay for Inhibitors of Tyrosyl-DNA Phosphodiesterase (TDP1); Tyrosyl-DNA phosphodiesterase 1 (Homo sapiens), Q9NUW8; recombinant TDP1, AlphaScreen DNA substrate cleavage; Potency, µM (doses to about 130 µM), for inactives: top-dose activity change, negative = inhibition, usual class: inhibitors; 350,000 tested, 0.28% active; also: nearly all actives have a fitted effect of over 40% in size
Target sequence (Q9NUW8 whole entry, looked up): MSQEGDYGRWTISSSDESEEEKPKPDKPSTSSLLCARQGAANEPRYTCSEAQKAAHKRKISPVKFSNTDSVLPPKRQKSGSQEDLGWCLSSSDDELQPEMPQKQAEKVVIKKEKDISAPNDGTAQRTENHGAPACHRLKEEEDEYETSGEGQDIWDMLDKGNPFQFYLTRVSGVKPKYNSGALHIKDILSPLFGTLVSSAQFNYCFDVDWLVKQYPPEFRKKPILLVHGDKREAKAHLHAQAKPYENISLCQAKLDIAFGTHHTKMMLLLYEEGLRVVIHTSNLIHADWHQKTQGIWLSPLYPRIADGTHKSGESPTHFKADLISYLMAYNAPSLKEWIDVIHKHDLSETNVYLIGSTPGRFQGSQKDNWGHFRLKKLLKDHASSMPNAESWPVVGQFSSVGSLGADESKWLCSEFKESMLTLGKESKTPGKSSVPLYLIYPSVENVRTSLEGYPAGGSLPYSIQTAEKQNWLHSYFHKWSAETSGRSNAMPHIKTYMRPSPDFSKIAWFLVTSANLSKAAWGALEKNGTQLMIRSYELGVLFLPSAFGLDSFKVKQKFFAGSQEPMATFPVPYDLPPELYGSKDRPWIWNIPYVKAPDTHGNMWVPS
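Compounds were preincubated with Tdp1 (1 nM final) for 15 min at room temperature before substrate (15 nM final) started a 5 min reaction; beads (10 ug/ml final) were then added for 10 min before AlphaScreen detection.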
TDP1 cell noCPT – qHTS for Inhibitors of human tyrosyl-DNA phosphodiesterase 1 (TDP1): qHTS in cells in absence of CPT; 420,000 tested, 15% active; Potency, µM (highest dose often 46.2 µM), for inactives: at the top dose activity change, negative = growth inhibition, usual class: inhibitors; DT40 Tdp1-/- hTDP1 cells, no CPT, ATP luminescence, 48 h; also: nearly all actives have a fitted effect of over 55% in size
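Chicken DT40 Tdp1-/- cells stably complemented with human TDP1 were seeded at 400 cells/well with DMSO in place of 20 nM camptothecin. After compound pinning, cells grew at least 48 hr at 37 °C; viability read by CellTiter-Glo luminescence.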
* hit, by the source's call; ? = inconclusive; / = not tested or not shown; & = joins results of further samples. Calls follow the shape of the dose curve; as a rule, active = well fitted curve in the direction sought with a large enough effect; inconclusive = small, poorly fitted or top-dose-only effect, or another doubt; inactive = no such curve, though single readings can be large; an effect the other way counts as inactive or inconclusive. % is scaled to controls: 0 for no effect and ±100 for the full control effect; potency is read from the fitted curve at half-maximal effect. Hits appear at their usual frequency. About 18% of those tested had a hit in this group.

SMILES	TDP1 cell CPT	TDP1 block	TDP1 cell noCPT
Cc1ccc(CNCc2ccccc2Cl)cc1	-3.0%	1.9%	?
COc1ccc(OC)c(NC(=O)COc2ccc(S(=O)(=O)N3CCCC3)cc2)c1	-3.7%	/	?
COc1cccc(NS(=O)(=O)c2cc(C)sc2C)c1	?	-2.4%	?
Cc1cc(C)c(OCC(=O)OCC(=O)NC2CCC(C)CC2)c(C)c1 (stereo not given)	-1.6%	-0.3%	-14.8%
COc1ccc(CCNC(=O)c2cnn(-c3cccc(C)c3)c2C2CCN(C(=O)OC(C)(C)C)CC2)cc1OC	?	-8.5%	14.6µM*
CCCCC1=NN(C(=O)c2ccco2)C(O)(C(F)(F)F)C1 (stereo not given)	0.517µM*	-2.4%	0.517µM*
CC(C)(C)N1C(=O)c2ccc(C(=O)Nc3ccc(O)cc3)cc2C1=O	?	6.2%	16.4µM*
C=CCn1c2ccccc2c2nnc(SCC(N)=O)nc21	-9.3%	/	6.8%
CCOc1ccc(N2C(=O)Nc3ccccc3C2(O)C(=O)NCc2ccc(OC)cc2)cc1 (stereo not given)	-15.6%	5.1%	-1.9%
CCOC(=O)c1ccc(C(=S)N2CCCC2)cc1	8.9%	/	1.9%
COc1ccc(N2CCN(C(=O)CC(C)S(=O)(=O)c3ccc4c(c3)NC(=O)CO4)CC2)cc1 (stereo not given)	14.6µM*	0.8%	13µM*
CC(=O)c1ccc(NC(=S)NN2C(C)CCCC2C)cc1 (stereo not given)	7.7%	2.6%	-2.1%
Cc1cccc(S(=O)(=O)Nc2ccc(-c3ccc4nncn4n3)cc2)c1	?	-13.7%	?
O=C(N/N=C/c1cccc([N+](=O)[O-])c1)c1cc(-c2ccc3c(c2)OCO3)n[nH]1	-6.5%	/	-19.8%
CCOc1ccc(C(=O)N2CCC(c3nc(-c4ccc(S(=O)(=O)N5CCCC5)cc4)no3)CC2)cc1	20.6µM*	4.7%	23.1µM*
NC(=O)C1(Nc2ccc(Br)cc2)CCCC1	3.7%	/	-17.4%
CCCc1cc(=O)[nH]c(SCC(=O)NC2CCCCC2)n1	-7.4%	5.6%	-12.6%
CC1(C(=O)Nc2ccc3c(c2)OCCO3)CN(S(C)(=O)=O)CC(=O)N1Cc1ccco1 (stereo not given)	6.5%	/	7.9%
Cc1ccc(CNC(=O)CN(C)S(=O)(=O)c2cccc3nsnc23)cc1	-19.8%	6.2%	0.6%
CCCNC(=O)Nc1cc(C)on1	2.9%	-6.8%	4.0%
COc1ccc(-c2nnc(SCCC(=O)O)n2C)cc1OC	13.8%	5.3%	8.7%
CCCCNc1nc(Oc2ccc(=O)n(-c3ccccc3)n2)nc(N(C)C)n1	?	0.0%	?
O=C(Cn1ncc2c(=O)oc3ccccc3c21)N1CCN(c2ccccn2)CC1	0.9%	6.0%	-16.5%
CCN1CCN(c2ccc(NC(=O)c3ccc(Cl)c(N4CCCC4=O)c3)cc2)CC1	2.6%	5.3%	-24.1%
CCOC(=O)C1CCN(C(=S)Nc2ccc(S(N)(=O)=O)cc2)CC1	?	0.0%	-33.2%
CCN(CC)S(=O)(=O)c1cccc(C(=O)N/N=C/c2cccc(O)c2O)c1	3.66µM*	5.5%	4.61µM*
CCN1CCN(C(CNS(=O)(=O)c2ccc(Br)cc2)c2cccnc2)CC1 (stereo not given)	-5.5%	-0.3%	-3.8%
O=C(NCCN1CCOCC1)C(Sc1ccccc1)c1ccccc1 (stereo not given)	1.7%	1.2%	-0.2%
CCOc1ccc(CNS(=O)(=O)c2ccc(-c3coc(C)n3)cc2)cc1OC	7.31µM*	8.8%	14.6µM*
CCc1ccccc1NC(=O)c1cc(-c2ccc(OC)cc2)on1	-7.4%&-13.9%	0.9%	-6.0%&-9.0%
CN(Cc1nccn1C)C(=O)C1CCC(=O)N(CCc2ccc(Cl)cc2)C1 (stereo not given)	2.6%	3.1%	-6.2%
Cc1ccc(-n2nc3c(c2NC(=O)c2cccs2)CS(=O)(=O)C3)c(C)c1	3.2%	-1.2%	15.2%
COc1ccc(N(CCC#N)S(=O)(=O)c2cccc3nsnc23)cc1	-12.0%	7.9%	-22.7%
NS(=O)(=O)c1ccc(NC(=O)Nc2ccc(S(N)(=O)=O)cc2)cc1	-0.9%	/	11.2%
c1ccc(CNc2c3c(nc4ncnn24)CCC3)cc1	-25.2%	-3.1%	-27.2%
CNC(=O)CCN(Cc1ccco1)S(=O)(=O)c1ccc(OC)c(OC)c1	2.7%	5.0%	-2.9%
CCOC(=O)C1CCN(C(=O)Cc2c(C(=O)O)n(CC)c3ccccc23)CC1	-11.1%	0.0%	-2.3%
COc1ccc(-n2c(=O)c(-c3cc(F)cc(F)c3)nc3cnc(N4CCNCC4)nc32)cc1	14.6µM*	/	20.6µM*
CCc1nnc(NC(=O)c2nc3nc(C)cc(C)n3n2)s1	0.5%	-2.9%	-4.0%
C#CCOCCOCCOCCNc1nc(N2CCN(C(=O)[C@H]([C@@H](C)CC)n3cc(CCCCN)nn3)CC2)nc(N2CCN(C(=O)[C@H](CCCCN)n3cc(CC(C)O)nn3)CC2)n1 (stereo not given in full)	3.5%	-6.1%	6.3%
CC(C)Oc1cccc(C(=O)C2CCCN(Cc3cnc(N4CCOCC4)s3)C2)c1 (stereo not given)	-25.3%	1.2%	?
O=C(Nc1nccs1)c1ccc(Cl)s1	-1.6%	3.9%	-6.8%
COc1ccc(C(O)c2nc(-c3cccc(NC(C)=O)c3)cs2)cc1 (stereo not given)	?	/	?
Cc1cc(/C=C2/C(=N)N3C(=NC2=O)SN=C3S(C)(=O)=O)c(C)n1-c1ccccc1	17.0%	7.9%	-18.8%
COc1ccccc1N1CCN(S(=O)(=O)CCNC(=O)c2ccc(OC(C)C)cc2)CC1	?	2.4%	?
Cn1nc(C(C)(C)C)cc1C(=O)N1CCCCC1c1cc(C(=O)NCc2cccnc2)no1 (stereo not given)	23.1µM*	/	20.6µM*
CCCCNc1c(-c2ccc(OC)c(SC3CCCCC3)c2)nc2cc(C)ccn12	20.6µM*	6.0%	14.6µM*
O=C(COC(=O)CC1CCCC1)Nc1ccc(Cl)cc1	-8.5%	-16.5%	2.2%
O=C1CC(c2ccncc2)c2cc3c(cc2N1)OCCO3 (stereo not given)	4.9%	0.0%	-3.5%
CCOc1ccc(NC(=O)Nc2nc(SCC)ns2)cc1	?	/	?
The list continues.
SMILES	TDP1 cell CPT	TDP1 block	TDP1 cell noCPT
COC(=O)C1=C(C)N(C)C(=O)NC1c1cc(Cl)cc(Cl)c1OC (stereo not given)	-11.7%	2.2%	-13.8%
O=C1CN(C(=O)c2ccc(Cl)c([N+](=O)[O-])c2)c2ccccc2N1	-18.7%	/	-6.5%
CCC(=O)Nc1nnc(C(C)(C)C)s1	0.4%	4.1%	-1.9%
O=C(Nc1ccc(O)c(-c2nc3ccccc3s2)c1)c1cc(=O)c2ccccc2o1	9.2µM*	3.4%	8.2µM*
CCC(C)N(C)C1CCN(C(=S)Nc2cccc(SC)c2)CC1 (stereo not given)	4.1%	-1.1%	10.1%
O=C(CCn1cccc(C(F)(F)F)c1=O)Nc1cccc(C(F)(F)F)c1	-10.0%	-6.2%	-18.9%
O=C(CNC(=O)COc1ccccc1)NCc1ccccc1F	1.4%	5.5%	-11.6%
CC(C)(C)CC(C)(C)Nc1c(-c2ccc(O)cc2)nc2cnccn12	18.4µM*	/	25.9µM*
CC(C)(C)c1ccc(C(CC(=O)O)NC(=O)Cc2ccccc2)cc1 (stereo not given)	26.2%	/	-1.2%
COC(=O)C1(C)NC(c2cccs2)C2C(=O)N(c3ccc(F)cc3)C(=O)C21 (stereo not given)	1.3%	3.0%	-0.7%

Exported with values under each structure: 5 of the compounds above.
Screens in order – TDP1 cell CPT	TDP1 block	TDP1 cell noCPT
> CCC(C)N(C)C1CCN(C(=S)Nc2cccc(SC)c2)CC1 (stereo not given)
  4.1%	-1.1%	10.1%
> COC(=O)C1(C)NC(c2cccs2)C2C(=O)N(c3ccc(F)cc3)C(=O)C21 (stereo not given)
  1.3%	3.0%	-0.7%
> CC(C)(C)c1ccc(C(CC(=O)O)NC(=O)Cc2ccccc2)cc1 (stereo not given)
  26.2%	/	-1.2%
> CCC(=O)Nc1nnc(C(C)(C)C)s1
  0.4%	4.1%	-1.9%
> O=C(Nc1ccc(O)c(-c2nc3ccccc3s2)c1)c1cc(=O)c2ccccc2o1
  9.2µM*	3.4%	8.2µM*

Additional entries follow.
SMILES	TDP1 cell CPT	TDP1 block	TDP1 cell noCPT
Cc1ccc(C)c(S(=O)(=O)NCC(=O)N2CCCC2)c1	7.3%	3.9%	-3.3%
CCOC(=O)C(C)N1N=C(/C=C/c2ccc(OC)cc2)CCC1=O (stereo not given)	?	0.0%	13µM*
COc1cccc(OC)c1C(=O)OCC(=O)Nc1ccc(OC(F)(F)F)cc1	?	3.8%	?
CC1CCCN(CCC(=O)Nc2ccc(F)c(F)c2)C1 (stereo not given)	6.3%	2.3%	8.7%
O=C(O)c1ccc2nc3c(nc2c1)-c1ccccc1C3=O	?	-2.5%	?
COc1ccc(C)cc1NC(=O)C1CCCN1C(=O)OCc1ccccc1 (stereo not given)	-27.2%	3.3%	?
FC(F)Oc1ccc(NC(=S)NC2CCCCCCC2)cc1	?	-3.2%	?
O=C(Nc1nnc(S(=O)(=O)N2CCc3ccccc32)s1)c1ccccc1	?	3.9%	?
CC(C)(C)NC(=O)NC(=O)CN1C(=O)NC(C)(c2ccccc2)C1=O (stereo not given)	-23.8%	5.2%	?
COc1ccc(CCN(C)CCCN2CC(c3ccccc3)CC2=O)cc1OC (stereo not given)	-24.7%	-1.2%	5.8%
CCN(Cc1ccccc1)C(=O)C(CC(C)C)NS(=O)(=O)c1ccc2c(c1)CCN2C(C)=O (stereo not given)	?	-2.3%	?
Cc1cccc(NS(=O)(=O)c2ccc(C)c(C(=O)N3CCN(C(=O)c4ccco4)CC3)c2)c1	?	/	?
CCCCSc1nc2c(cnn2-c2ccc(F)cc2)c(=O)[nH]1	7.1%	1.1%	-27.2%
O=C(NC1CCN(S(=O)(=O)c2ccc(Cl)c(F)c2)CC1)c1cccnc1	-12.6%	/	-26.1%
Brc1ccc(CN2CCSCC2)cc1	-18.7%	-5.6%	2.8%
CCOc1ccc(NC(=O)CSC2=Nc3ccccc3C3=NC(CC(=O)NCc4ccc5c(c4)OCO5)C(=O)N23)cc1 (stereo not given)	?	1.5%	?
COc1ccc(OC)c(C(=O)CN2C(=O)N(c3ccc(C)cc3)S(=O)(=O)c3ccccc32)c1	-12.0%	-3.4%	-23.6%
Cc1cc(C(=O)NNC(=O)Nc2ccccc2)no1	3.4%	/	10.7%
COc1ccc(/C=N/NC(=O)c2ccc(N3CCCC3=O)cc2)cc1	10.0%	/	-7.0%
Cc1ccc(Nc2nc(/N=C/N(C)C)n[nH]2)cc1C	-5.3%	11.8%	-5.7%
C=CCC1(CC=C)CCCN1C(=O)c1cc(COc2cccc(OC)c2)on1	?	-14.4%	?
NC(=O)c1ccsc1NC(=O)c1cc(=O)c2ccccc2o1	-15.3%	3.9%	-24.0%
O=C(CNC(=O)c1cccc(F)c1)N/N=C/c1ccc(O)c([N+](=O)[O-])c1	-1.6%	-0.6%	-6.4%
O=C(c1ncc[nH]1)c1ccco1	-2.5%	5.0%	-0.3%
O=C(CN1CCN(Cc2ccccc2)CC1)Nc1ccc(N2CCOCC2)cc1	7.2%	5.0%	-1.0%
O=C(CN1C(=O)CCC1=O)Nc1cccc2c1C(=O)NC2=O	-8.2%	-2.5%	-6.2%
CCN1C(=O)c2ccccc2S(=O)(=O)c2ccc(C(=O)NCCOC)cc21	-2.0%	/	-11.6%
Cc1ccc(OC(C)C(=O)Nc2ccc(F)cc2)c([N+](=O)[O-])n1 (stereo not given)	-8.3%	2.2%	-6.8%
Cc1cc(O)c(-c2cc(C(=O)NCc3ccc4c(c3)OCO4)[nH]n2)cc1C	-25.3%	9.6%	-14.9%
COc1ccc(OC)c(NC(=O)CSC2=Nc3ccccc3C3=NC(CCC(=O)NCCc4ccccc4)C(=O)N23)c1 (stereo not given)	?	7.4%	?
C/C=C/c1ccc(OC)c(OC(C)=O)c1	2.1%	-2.0%	0.5%
CN(CC(=O)Nc1ccccc1Br)C(=O)c1ccccc1OCc1ccc(Cl)cc1	?	/	18.4µM*
CN(C)c1ccc(CN(C(=O)c2ccco2)C2CCS(=O)(=O)C2)cc1 (stereo not given)	-2.4%	-1.0%	-0.8%
Cc1cccc(CSc2nc3cc(C(=O)NC4CCCC4)ccc3c(=O)n2Cc2ccccc2)c1	-19.8%	3.3%	-22.4%
COCCCNC(=O)CSc1nc(-c2ccc(OC)cc2)[nH]c1-c1ccc(OC)cc1	-21.5%	5.0%	-28.2%
